Screening data as filed in PubChem BioAssay.
BAP1 inh = blocks human BAP1 ubiquitin-AMC hydrolysis; AID 436; recombinant BAP1, Ub-AMC hydrolysis fluorescence kinetic; stronger effect = lower value; activity remaining (% of control), % at 20 µM; 72,000 compounds, 0.48% hits;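 active means activity remaining at or below 50% of control, provided the compound also passes the data quality filters; inactive means the rest, including low values that fail the filters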;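 further: 100% = DMSO wells rate and 0% = substrate alone blank rate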
Target sequence (Q92560 whole entry, looked up): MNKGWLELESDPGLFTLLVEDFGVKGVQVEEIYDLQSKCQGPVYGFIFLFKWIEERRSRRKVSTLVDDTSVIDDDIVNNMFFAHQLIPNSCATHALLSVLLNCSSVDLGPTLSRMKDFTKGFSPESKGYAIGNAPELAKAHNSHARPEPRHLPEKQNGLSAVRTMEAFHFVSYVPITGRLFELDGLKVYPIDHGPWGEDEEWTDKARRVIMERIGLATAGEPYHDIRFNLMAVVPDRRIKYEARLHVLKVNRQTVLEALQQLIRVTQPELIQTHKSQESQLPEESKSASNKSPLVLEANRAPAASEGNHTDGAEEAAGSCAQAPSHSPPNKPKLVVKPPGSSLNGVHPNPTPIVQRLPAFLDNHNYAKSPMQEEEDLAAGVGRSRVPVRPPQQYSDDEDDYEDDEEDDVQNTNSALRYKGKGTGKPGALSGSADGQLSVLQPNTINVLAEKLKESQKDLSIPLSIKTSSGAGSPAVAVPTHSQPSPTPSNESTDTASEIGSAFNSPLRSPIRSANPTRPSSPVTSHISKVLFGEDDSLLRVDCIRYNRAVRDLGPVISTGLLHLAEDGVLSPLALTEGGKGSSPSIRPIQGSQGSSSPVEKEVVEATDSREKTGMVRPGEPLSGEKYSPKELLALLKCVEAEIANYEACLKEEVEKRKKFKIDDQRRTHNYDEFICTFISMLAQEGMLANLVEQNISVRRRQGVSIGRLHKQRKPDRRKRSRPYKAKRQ
HePTP inh = blocks human HePTP tyrosine phosphatase | P35236 | 110,000 compounds, 0.64% hits | AID 521 | recombinant HePTP phosphatase activity, OD absorbance | inhibition, % at 20 µM; in the data active means inhibition above about 50%;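 further: plate controls were vehicle for no effect and reference inhibitor for full effect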
Target sequence (P35236 whole entry, looked up): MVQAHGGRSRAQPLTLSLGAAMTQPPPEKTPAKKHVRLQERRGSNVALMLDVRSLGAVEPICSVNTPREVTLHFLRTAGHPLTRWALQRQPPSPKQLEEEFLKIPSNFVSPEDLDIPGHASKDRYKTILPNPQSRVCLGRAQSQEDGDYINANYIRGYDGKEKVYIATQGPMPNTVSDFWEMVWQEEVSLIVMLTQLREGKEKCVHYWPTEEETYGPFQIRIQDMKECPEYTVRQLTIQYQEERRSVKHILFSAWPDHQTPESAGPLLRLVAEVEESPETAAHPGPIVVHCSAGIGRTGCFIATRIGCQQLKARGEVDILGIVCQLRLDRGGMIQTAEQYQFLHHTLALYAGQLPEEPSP
* marks the source's active call; other numbers are inactive results; nt = no result given.

Molecule,BAP1 inh,HePTP inh
COc1ccc(CCNC(=O)C2CCCN(Cc3nc(-c4ccccc4C)oc3C)C2)cc1OC (stereo not drawn),115,7
O=C(NCCN1CCCCC1)Nc1ccc(F)c(Cl)c1,72,-5
Cc1cc(C)n(CCc2nc3c4ccccc4n(CC(=O)Nc4ccc(Cl)cc4F)c(=O)n3n2)n1,111,-8
COC(=O)CNC(=O)Cn1ccc2ccccc2c1=O,88,7
CCCCNCCCCCOc1c(C)cc(C)cc1C,nt,6
Cn1cccc1Cc1nnc(SCC(=O)Nc2nccs2)n1CCc1ccccc1,86,1
COc1ccc(C(=O)CSc2nc3ccccc3c(=O)[nH]2)cc1,nt,0
CC(C)COC(=O)C1C(=O)CC(C)(O)C(C(=O)OCC(C)C)C1c1cccnc1 (stereo not drawn),95,7
Cc1nn(-c2ccccc2)c(C)c1CC(=O)N(c1ccccc1)c1ccccc1,nt,6
Cc1ccc(C(C)C)c(OCC(=O)Nc2ccccc2N2CCN(C)CC2)c1,85,6
Cc1occc1C(=O)Nc1ccc2c(c1)OCCO2,119,-4
COc1cccc(OCc2cc(C3Nc4ccccc4C(=O)N3Cc3ccccc3)ccc2OC)c1 (stereo not drawn),nt,-4
C=CCN1C(=O)/C(=C\c2cc(Br)cc(Cl)c2O)C(=O)NC1=S,nt,-3
O=C(NCCCNCc1ccccc1)c1ccc(/C=N/O)nc1,102,7
Cc1ccc(C)c(NC(=O)CNS(=O)(=O)c2ccccc2)c1,121,10
CCOc1ccc(C(=O)Nc2ccc(NC(=O)c3ccco3)c(OC)c2)cc1Br,nt,3
Cc1ccccc1-c1c(C)oc2cc(O)ccc2c1=O,nt,-4
O=C(c1ccccc1)c1cc2c(ccc3ccccc32)oc1=O,71,nt
CC(C)N1CC(O)=C(c2ccccc2)C1=N,nt,1
CCOC(=O)C1=C(c2ccccc2)NC(SC)=C(C#N)C1c1ccco1 (stereo not drawn),93,-3
O=C(Cn1nc(-c2ccc(Cl)cc2)ccc1=O)NCCCN1CCN(Cc2ccccc2)CC1,110,-18
COc1cc(OC)c(NC(=O)CCNS(=O)(=O)c2cc(Br)cnc2N)cc1Cl,106,10
COc1ccc(-c2cc(C(=O)N3CCN(Cc4ccccc4)CC3)no2)cc1OC,107,6
O=C(NCc1ccccc1)c1c[nH]c2ccc(S(=O)(=O)Nc3ccc4c(c3)OCCO4)cc2c1=O,48*,-14
Cc1ccc(CN2CCN(Cc3c[nH]c4ccccc34)CC2)cc1,nt,-5
CCOC(=O)c1c(-c2ccc(F)cc2)csc1NC(=O)C1CC=CCC1C(=O)O (stereo not drawn),nt,-14
O=C(Nc1nncs1)c1ccccc1NS(=O)(=O)c1cccs1,nt,0
CC(=O)OCCn1c(=O)c2cc3c(=O)n(CCOC(C)=O)c(=O)c3cc2c1=O,93,-4
O=C(NCc1ccco1)/C(=C/c1cccc([N+](=O)[O-])c1)NC(=O)c1cccs1,nt,4
CC1(C)CC(=O)C2=C(C1)OC(N)=C(C#N)C2c1c2ccccc2cc2ccccc12 (stereo not drawn),nt,1

Sorted by SMILES length (descending): 3 of the compounds above.
Molecule,BAP1 inh,HePTP inh
COc1cc(OC)c(NC(=O)CCNS(=O)(=O)c2cc(Br)cnc2N)cc1Cl,106,10
CCOc1ccc(C(=O)Nc2ccc(NC(=O)c3ccco3)c(OC)c2)cc1Br,nt,3
Cc1ccc(CN2CCN(Cc3c[nH]c4ccccc34)CC2)cc1,nt,-5

New compounds follow:
Molecule,BAP1 inh,HePTP inh
Cc1ccc([N+](=O)[O-])cc1N1C(=O)C2C3C=CC(CC3)C2C1=O (stereo not drawn),nt,-12
CCOC(=O)C1CCN(C(c2cc(OC)c(OC)c(OC)c2)c2sc3nc(C)nn3c2O)CC1 (stereo not drawn),92,4
Cc1nc2ccccc2n1S(=O)(=O)c1ccc(Br)cc1,nt,4
COc1ccccc1/C=C1\SC(=S)N(Nc2nc(C)cc(C)n2)C1=O,nt,-8
O=C1CCC(=O)N1CNc1ccccn1,87,7
O=C(c1cccs1)N1CCN(Cc2nc3ccccc3c(=O)[nH]2)CC1,104,-8
CCN(CC)CCN1C(=O)c2oc3ccccc3c(=O)c2C1c1ccc(F)cc1 (stereo not drawn),97,3
C=CCN1C(=O)/C(=C\c2ccco2)C(C(=O)OC)=C1C,nt,-11
CC(C)c1nc(N2CCN(C(=O)c3ccccc3)CC2)c(C#N)c2c1COC(C)(C)C2,207,-3
CC1(C)CC(CCNCc2ccccc2)(Cc2ccccc2)CCO1 (stereo not drawn),nt,7
COc1cc(NC(=O)c2cccc(Cl)c2)cc(OC)c1,nt,-15
Cn1c(SCC(=O)Nc2cc(=O)n(C)c(=O)n2C)nnc1-c1cccs1,104,10
O=C1c2ccccc2C(=O)N1CC(O)COCc1ccccc1 (stereo not drawn),91,1
Cc1ccc(NC(=O)C(=O)NCCc2ccc(Cl)cc2)cc1,nt,-7
CC1(C)Cc2cccc(OCC(=O)Nc3nccs3)c2O1,85,10
COc1cc(Cl)cc(C2NC(=O)NC(C)=C2C(=O)NCc2ccccc2)c1O (stereo not drawn),161,11
Cc1c(C(=O)OCCOc2ccccc2)[nH]c2c1C(=O)CCC2,111,-10
CCOc1ccc(N(CC(=O)NC(C)CC)S(=O)(=O)c2c(C)noc2C)cc1 (stereo not drawn),92,5
O=C(CSc1nc(N2CCCCC2)nc(N2CCCCC2)n1)Nc1nccs1,71,14
O=C(c1cc(-c2ccccc2)nc2ccccc12)N1CCc2ccccc2C1,nt,1
COc1ccc(Cl)cc1C(=O)Nc1ccc(C)cc1C,nt,3
Cn1c2ccc(I)cc2c2cc(C(=O)C(F)(F)F)ccc21,nt,7
COc1ccc(C2Nc3ccccc3C(=O)N2Cc2ccco2)cc1COc1ccc([N+](=O)[O-])cc1 (stereo not drawn),nt,4
CCOc1cccc(C(=O)Nc2nnc(-c3cccs3)s2)c1,nt,4
O=C(Nc1ccc(Nc2ccccc2)cc1)c1ccc(Br)o1,107,5
CCCCOc1ccc(C(=O)Nc2ccccc2OC(C)C)cc1,nt,-8
Cc1cc(C)c(NC(=S)NC(NC(=O)c2ccc(Br)cc2)C(Cl)(Cl)Cl)c(C)c1 (stereo not drawn),nt,1
Cc1cc2cc(CNC(=O)Nc3ccccc3)ccc2n1C,94,nt
COc1cc(C=O)ccc1OCc1c(C)no[n+]1[O-],nt,4
CCOc1ccc(N(CC(=O)N2CCCCC2)S(C)(=O)=O)cc1,nt,-14
CC(C)C[C@H](NC(=O)OC(C)(C)C)c1nnc(SCC(=O)Nc2ccc(Br)cc2)o1,81,4
CCOc1ccc(CNC(=O)CCn2c(=O)oc3ccccc32)cc1OC,103,9
CSc1nc(-c2ccccc2)nc(N2CCOCC2)c1C(C)=O,nt,-14
Cc1cccnc1N1C(=O)C2C3c4ccccc4C(c4ccccc43)C2C1=O (stereo not drawn),nt,-17
COc1ccc(Br)cc1C=C1C(=O)N(C)C(=O)N(C)C1=O,nt,5
COc1cc(Cn2c(=O)oc3ccc(C)cc32)ccc1OC(C)C,101,nt
COc1ccccc1C1/C(=C(/O)c2ccccc2)C(=O)C(=O)N1CC1CCCO1 (stereo not drawn),nt,30
COCCNC(=O)C(c1ccc(O)cc1)N(Cc1ccco1)C(=O)CCC(=O)Nc1nccs1 (stereo not drawn),102,6
CCN1C(=O)c2cccc3c(S(=O)(=O)Nc4ccccc4OC)ccc1c23,73,-7
COc1ccc(O)c(C=Nc2sc(C)c(C)c2C#N)c1,121,nt
NC(=O)C1CCN(C(=O)C2c3ccccc3C(=O)N3CCc4ccccc4C23)CC1 (stereo not drawn),103,3
COCCOC(=O)C1=C(C)N=c2s/c(=C/c3ccccc3OC)c(=O)n2C1c1ccc(OC)cc1 (stereo not drawn),nt,4
COC(=O)c1cccc(NC(=O)CN2CCN(c3ccc(OC)cc3)CC2)c1,119,10
COc1ccccc1NC(=O)c1ccc(NC(=O)C(C)(C)C)cc1,nt,-12
CN(c1ccccc1)S(=O)(=O)c1cc(C(=O)c2nccn2C)ccc1Cl,108,10
Cc1cc(O)cc(O)c1-c1onc(C(F)(F)F)c1-c1cscn1,84,2
COc1ccccc1C(=O)Nc1ncn[nH]1,nt,-22
Cc1ccc(NC(=O)CSc2nsc(SCC(=O)Nc3ccc(C)cc3)c2C#N)cc1,nt,-4
O=C(Nc1ccc2nccnc2c1)c1cnccn1,64,8
O=C(OCn1nnc2ccccc2c1=O)c1ccc(Br)o1,100,nt
Cc1cccc2cc(CN(Cc3ccco3)C(=O)NC3CCCCC3)c(=O)[nH]c12,77,4
Cc1ccc(-c2nc3cc(NC(=O)C(C)C)ccc3o2)cc1C,91,-1
O=C(NCCN1CCOCC1)c1cc2sccc2n1Cc1ccc(Cl)cc1,99,3
CCOC(=O)CC(=O)CSc1ncnc2sc3c(c12)CCCC3,56,nt
Cn1nnnc1SCC(=O)N1CCN(c2ccccc2)CC1,96,6
OCc1csc(=Nc2ccccc2)n1-c1ccccc1,89,-11
O=C(O)c1ccc(NS(=O)(=O)c2cc(Cl)ccc2Cl)cc1O,69,-2
CCCn1c(SCC(=O)N2CCc3ccccc3C2)nc2c1c(=O)n(C)c(=O)n2C,92,-7
COc1ccc(C(c2nnnn2C2CCCC2)N2CCC(C(N)=O)CC2)c(OC)c1 (stereo not drawn),95,8
COc1ccc(N2C(=O)CC(Cc3ccc(Br)cc3)C2=O)cc1 (stereo not drawn),nt,9

New compounds follow:
Molecule,BAP1 inh,HePTP inh
CCCn1c(=S)[nH]c2cc(C(=O)NCC3CCCO3)ccc2c1=O (stereo not drawn),93,-4
CC(c1ccco1)N(C(=O)CSc1ccc(Br)cc1)c1ccccn1 (stereo not drawn),79,-8
O=[N+]([O-])c1cc(C=Nc2cccc3nsnc23)c(O)c2ccccc12,nt,6
COC(=O)C1=C(C)NC2=C(C(=O)CC(c3ccccc3)C2)C1c1cccc([N+](=O)[O-])c1 (stereo not drawn),nt,48
Cc1ccc(OCCOc2ccc(Cl)cc2/C=N/n2cnnc2)cc1,nt,5
Cc1ccc(-c2c(C)n([O-])c3c([n+]2=O)CCC3)o1,112,4
N#Cc1ccccc1OCC(=O)OCC(=O)c1ccc2c(c1)NC(=O)CO2,nt,7
O=C(c1coc2ccc(O)c(CN3CCCCC3)c12)C1CC1,nt,-3
CCC(C)C(NC(=O)C1CCC(C)CC1)C(=O)NCc1cccnc1 (stereo not drawn),94,7
CCOC(=O)/C(C#N)=C/c1ccc(-c2cccc(Br)c2)o1,nt,-7
CC(=O)C(Sc1nc(NC(C)(C)C)nc(N(C)C)n1)C(C)=O,nt,1
COc1cccc(C(=O)N2CCN(Cc3ccco3)CC2)c1OC,101,6
COc1ccccc1C/C(N)=N/OC(=O)c1ccccc1OC,nt,2
C/C(N)=C(/C#N)C(=O)COC(=O)COc1ccc(Cl)cc1,84,13
COc1cccc(NC(=O)N2CCOCC2)c1,105,4
O=[N+]([O-])c1ccc(-c2nnc(-c3ccco3)o2)c(Cl)c1,nt,22
COc1ccc(-c2cc(C(=O)Nc3cccc(Cl)c3)c3ccccc3n2)cc1,nt,-5
O=c1[nH]c(=O)n(-c2ccccc2Cl)c(O)c1C=Nc1cccc(Cl)c1,nt,-8
Cc1ccccc1-c1nnc(SCC(=O)NC2CCCCC2)o1,86,4
COCCCNC(=O)COc1cccc(C)c1,nt,-1
COc1ccc(Br)cc1CNC(=O)C1CCN(S(=O)(=O)N2CCCC2)CC1,87,-6
COc1cccc(CN2CCN(C(=O)c3cccc(Cl)c3)CC2)c1OC,nt,-6
O=c1[nH]c2ccccc2nc1C(F)(F)C(F)F,75,10
NC(=O)C1CCN(C2CC(=O)N(c3cccc(F)c3)C2=O)CC1 (stereo not drawn),123,3
Cc1cc(=O)oc2cc(OCc3ccccc3)c(O)cc12,nt,2
COc1cc(S(=O)(=O)N2CCOCC2)ccc1F,69,8
COC(=O)c1ccc(-n2c(C)cc(/C=N/n3cnnc3)c2C)cc1,87,6
O=C1CSC2=NCN(c3ccc4c(c3)OCO4)CN12,97,-4
COc1cc(S(=O)(=O)n2ccnc2C)c(OC)cc1Cl,nt,6
COC(=O)c1ccc(/C=c2\sc3nc4cc(C)c(C)cc4n3c2=O)cc1,nt,-10
CCN(CCO)Cc1cc(=O)oc2c(C)c(C)ccc12,94,-6
COc1ccccc1NC(=O)c1c(NC(C)=O)sc2c1CCCC2,nt,6
CSc1nc(=O)n(-c2ccc3ccccc3c2)c(C)c1C(C)=O,nt,4
COc1cc(CN2CCN(CCOCCO)CC2)cc(OC)c1OC,88,6
COc1ccc(OCc2nn3c(-c4cccc(OC)c4)nnc3s2)cc1,93,6
Cc1cc(=O)[nH]c2c(C)c(Cl)ccc12,77,2
CCCN(CCC)C(=O)CSc1nc2ccccc2c(=O)n1C1CCCC1,85,-2

Individual results from the results shown:
`CCCN(CCC)C(=O)CSc1nc2ccccc2c(=O)n1C1CCCC1` in HePTP inh is entered as -2
`CSc1nc(=O)n(-c2ccc3ccccc3c2)c(C)c1C(C)=O` in HePTP inh is entered as 4
`COc1ccccc1NC(=O)c1c(NC(C)=O)sc2c1CCCC2` in HePTP inh is entered as 6
`COc1cc(CN2CCN(CCOCCO)CC2)cc(OC)c1OC` in HePTP inh is entered as 6
`COc1ccc(OCc2nn3c(-c4cccc(OC)c4)nnc3s2)cc1` in HePTP inh is entered as 6
`CCN(CCO)Cc1cc(=O)oc2c(C)c(C)ccc12` in HePTP inh is entered as -6

Quoted at random: 2 records from the list, in no set order.
Molecule,BAP1 inh,HePTP inh
CCOC(=O)C1CCN(C(c2cc(OC)c(OC)c(OC)c2)c2sc3nc(C)nn3c2O)CC1 (stereo not drawn),92,4
CCN(CCO)Cc1cc(=O)oc2c(C)c(C)ccc12,94,-6
